# Assay outcomes from PubChem.
# PolyA inhibitor = blocks polyadenylation in yeast reporter cells; S. cerevisiae SKY197-pL101 polyadenylation reporter, beta-gal luminescence; efflux-impaired pdr1/pdr3 knockout yeast; score 100 = 6 SD above DMSO; calls only at 12 µM; 300,000 compounds, 0.02% hits; AID 1875;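 active means lowest replicate activity score at least 50, where 100 means six control SD above control mean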;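 further: yeast exposed to compound for 9 h at 30 °C; higher score means more reporter readthrough which indicates perturbed polyadenylation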
# KCNQ1 pot = potentiators or activators of human KCNQ1 potassium channel. P51787. CHO-K1 KCNQ1, thallium flux FluxOR fluorescence; hits give high values. B-score at 10 µM. 310,000 compounds, 0.35% hits. AID 2648;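 active means fluorescence ratio B-score, a plate-corrected score, at least three library SD, with initial intensity B-score within 5 SD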
#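 Doses: Single concentration per compound, DMSO matched to controls | Test system: KCNQ1-transfected CHO-K1 cells | Timing: 90 min dye loading and 20 min compound exposure, both at room temperature | Measured by: Kinetic FluxOR thallium fluorescence, 10-s 1-Hz baseline, 110-s post-stimulus read | Medium: Assay buffer with matched DMSO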
# hERG protect = compounds protecting human hERG from proarrhythmic drug block; AID 1511; 310,000 compounds, 0.51% hits; Q12809; activation (rescue from dofetilide block), less the hit threshold, % at 10 µM; CHO-hERG, FluxOR thallium flux, dofetilide IC70 present;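 active means activation above the mean of controls blocked by dofetilide plus 5 SD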;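 further: thallium influx through hERG after potassium depolarization seen as dye fluorescence rise; in these data hits start at about 4.7%; inactives centre near -7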
# KCNK3 block = human KCNK3 channel inhibition, primary screen; O14649; CHO-KCNK3 thallium flux, FluxOR fluorescence; hits give low values; B-score at 10 µM; 340,000 compounds, 0.84% hits; AID 602410;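 active means B-score under library mean minus 4 SD, starting fluorescence ratio at most library mean plus 5 SD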;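 further: more negative B-score means stronger inhibition of thallium flux through KCNK3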
# TRPC4 PAM = allosteric potentiators of mouse TRPC4 channel; HEK293 TRPC4beta/mu-opioid, DAMGO EC20, Fluo-4 Ca2+ flux; hits give high values; B-score at 10 µM; Q9QUQ5; 310,000 compounds, 0.42% hits; AID 2227;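 active means B-score of calcium response area above 5 SD of library B-scores, with initial fluorescence ratio within 5 SD of library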;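 further: B-score of integrated fluorescence ratio over time as area under calcium response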
# Target sequence (Q9QUQ5 whole entry, looked up): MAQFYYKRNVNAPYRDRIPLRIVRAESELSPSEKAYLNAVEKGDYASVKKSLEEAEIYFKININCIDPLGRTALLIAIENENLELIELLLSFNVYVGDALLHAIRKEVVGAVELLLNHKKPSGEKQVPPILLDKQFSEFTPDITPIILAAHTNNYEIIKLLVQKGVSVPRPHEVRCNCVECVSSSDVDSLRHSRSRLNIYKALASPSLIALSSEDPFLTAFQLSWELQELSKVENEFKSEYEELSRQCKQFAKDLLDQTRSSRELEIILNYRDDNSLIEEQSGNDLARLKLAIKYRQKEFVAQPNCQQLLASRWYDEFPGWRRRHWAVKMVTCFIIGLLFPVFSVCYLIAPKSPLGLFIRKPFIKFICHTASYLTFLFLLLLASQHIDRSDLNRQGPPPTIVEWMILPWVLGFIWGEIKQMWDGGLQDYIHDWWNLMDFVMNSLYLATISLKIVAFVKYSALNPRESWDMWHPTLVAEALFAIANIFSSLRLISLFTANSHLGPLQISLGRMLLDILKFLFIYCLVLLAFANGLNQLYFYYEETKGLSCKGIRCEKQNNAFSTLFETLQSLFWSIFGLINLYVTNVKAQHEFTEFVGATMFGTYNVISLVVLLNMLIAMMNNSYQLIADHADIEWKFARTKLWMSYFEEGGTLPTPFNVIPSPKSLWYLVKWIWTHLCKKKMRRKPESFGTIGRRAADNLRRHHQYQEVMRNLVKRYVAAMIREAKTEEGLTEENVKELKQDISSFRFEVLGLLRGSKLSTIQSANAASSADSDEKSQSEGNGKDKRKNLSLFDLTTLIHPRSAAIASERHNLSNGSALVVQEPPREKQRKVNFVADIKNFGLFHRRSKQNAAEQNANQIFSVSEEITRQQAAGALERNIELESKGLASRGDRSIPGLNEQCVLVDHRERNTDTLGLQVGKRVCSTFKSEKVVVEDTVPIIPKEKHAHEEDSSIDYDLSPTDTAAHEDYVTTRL
# Platelet DG rel = modulates dense granule release in human platelets | human platelet-rich plasma, SFLLRN dense granule ATP release, luminescence | 300,000 compounds, 0.22% hits | inhibition, %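 (compounds screened at 7.5 µM in platelet-rich plasma)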;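 active means mean replicate score, as percent of positive control, at or above 50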
# TRPC4 agonist = TRPC4 (mouse) channel activation; Q9QUQ5; 310,000 compounds, 0.49% hits; HEK293 TRPC4beta/mu-opioid, Fluo4 calcium fluorescence; hits give high values; B-score at 10 µM; AID 2237;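 active means B-score above 5 SD of library B-scores, and initial fluorescence ratio not above library mean plus 5 SD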;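 further: positive B-score marks a calcium rise read as TRPC4 activation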
#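 Assay system – TRPC4beta and mu-opioid receptor HEK293 stable cells · Measured by – Fluo4 fluorescence, kinetic · Schedule – dye loading 45 min room temperature, 110 s kinetic read · Read-out – B-scored integrated calcium fluorescence ratio · Controls – buffer and maximal DAMGO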
# KCNK9 block = inhibitors of human KCNK9 two-pore domain potassium channel; 310,000 compounds, 1.2% hits; HEK293 KCNK9, FluxOR thallium flux fluorescence; hits give low values; B-score at 10 µM; AID 488922; Q9NPC2;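 active means ratio B-score over 3 SD below the library mean, with starting fluorescence within 5 SD of its mean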;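 further: negative B-score means less thallium flux so channel inhibition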
# DYRK1A inh = inhibitors of rat Dyrk1A kinase. inhibition, % at 12.5 µM. AID 504441. 310,000 compounds, 0.43% hits. ADP-Glo luminescence, NFATc1 peptide; in the data active means inhibition above about 50%;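 further: plate controls were vehicle with enzyme for no effect and no enzyme for full effect; many of its hits are not listed in these tables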
# TRPC4 block = blocks the mouse TRPC4 cation channel; HEK293 TRPC4beta/mu-opioid, DAMGO-evoked Fluo4 calcium flux; hits give low values; B-score at 10 µM; 300,000 compounds, 0.39% hits;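 active means B-score over 3 SD under the library average, no early fluorescence shift, positive overall ratio signal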
#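 System: stable TRPC4beta/mu-opioid receptor HEK293 cells; Dosing: single-point compound dosing; Measured by: Fluo4 Ca2+ flux fluorescence; Read-out basis: per-well B score of integrated baseline-normalized Fluo4 ratio.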
# KCNQ1 inh = human KCNQ1 channel inhibition. B-score at 10 µM. P51787. CHO-K1 KCNQ1, FluxOR thallium flux fluorescence; hits give high values. AID 2642. 310,000 compounds, 1.3% hits;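 active means compounds whose thallium flux B-score, printed positive for inhibition, exceeds three library SD while starting fluorescence stays within three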;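 further: channel opened by potassium depolarization with thallium stimulus after 20 min compound exposure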
# Starred values were filed as active, the others as inactive; i = inactive; x = no result given. An excerpt; the hit share may differ from the screen's.
SMILES,PolyA inhibitor,KCNQ1 pot,hERG protect,KCNK3 block,TRPC4 PAM,Platelet DG rel,TRPC4 agonist,KCNK9 block,DYRK1A inh,TRPC4 block,KCNQ1 inh
COC(=O)C(O)(c1ccc(N(C)C(=O)c2ccc(Cl)c(Cl)c2)cc1)C(F)(F)F (stereo not given),i,i,-5,i,i,0,i,i,11,i,i
C=CCn1c(=O)c(C=Nc2c(OC)cccc2[N+](=O)[O-])c(O)n(CCCC)c1=O,i,i,-13,i,i,9,i,i,5,i,i
O=C(Nc1ccc(Br)cc1)c1nn(C23CC4CC(CC(C4)C2)C3)cc1Br,i,i,-13,i,i,-1,i,i,-1,i,i
CCCCN1C(=O)NC(=O)C2(Cc3c(nc4ccccn4c3=O)N3CCc4ccccc4C32)C1=O (stereo not given),i,i,-28,i,57*,7,i,i,6,i,i
O=C(c1ccc(Cl)cc1)C1CCCN(Cc2ccon2)C1 (stereo not given),i,i,-9,i,i,-4,i,i,-46,i,i
Cn1cnnc1Sc1cc(N2CCNCC2)ccc1[N+](=O)[O-],i,i,-6,i,i,-5,i,i,10,i,i
Cc1ccc(C2C(=O)NC(=O)NC2=O)cc1,i,i,-6,i,i,5,i,i,2,i,i
Cn1ccc(NC(=O)CCl)n1,i,i,-11,i,i,0,i,i,x,i,i
CN1CCN(c2ccc(Cl)cc2N)CC1,i,i,-1,i,i,1,i,i,-1,i,i
CSc1nc(N2CCN(C)CC2)c2ccccc2n1,i,i,-6,i,i,-2,i,i,x,i,i
Cc1nn(Cc2ccccc2)c(C)c1C(=O)O,i,i,-3,i,i,-2,i,i,0,i,i
CN1CCN(c2ncc(C=O)s2)CC1,x,i,-13,i,i,2,i,i,-3,i,i
CCOC(=O)C1(CCc2ccccc2)CCN(Cc2ccc(NC(C)=O)cc2)CC1,i,i,-6,i,i,-3,104*,i,3,i,i
CC(=O)NC1CC2CCC(C1)N2 (stereo not given),i,i,-9,i,i,4,i,i,-5,i,i
Cc1ccc(-c2nc3ccccc3c(=O)n2-c2ccncc2)cc1,i,i,-10,i,i,0,i,i,-2,i,i
CCC(C)NC(=O)c1c(N)n(CC2CCCO2)c2nc3ccccc3nc12 (stereo not given),i,i,-14,i,i,3,i,i,5,i,i
Cn1cccc1/C=C1/C(=O)NC(=S)N(Cc2ccc(F)cc2)C1=O,i,i,-15,i,i,8,i,i,0,i,i
CC(C)c1oc(=O)cc2c1[C@@H](O)[C@H]1OC(=O)[C@@]3(C)C[C@@H](O)[C@@H](O)[C@@]2(C)C13 (stereo not given in full),i,i,-4,i,i,-2,i,i,-4,i,i
Cc1cc(OC(=O)c2ccco2)c2c3c(c(=O)oc2c1)CCC3,i,i,-2,i,i,-4,i,i,x,i,i
CC1CCCC(NC(=O)CNC(=S)N2CC3CC(C2)c2cccc(=O)n2C3)C1C (stereo not given),i,i,-7,i,i,6,i,i,x,i,i
Cc1ccc2c(c1)C(c1ccccc1)=NCC(=O)N2C,i,i,-1,i,i,14,i,i,0,i,i
Cc1nccn1Cc1ccc(Cl)nc1,i,i,-13,i,i,8,i,i,x,i,i
O=C(CN1C2CCC1CC(O)(c1cccnc1)C2)Nc1ccc2c(c1)OCO2 (stereo not given),i,i,-7,i,i,-7,i,i,0,i,i
Cc1ccc(C(=O)c2cc(Br)ccc2N)cc1,i,i,-8,i,i,8,i,i,-5,i,i
CCCCN1C(=O)C(C2c3ccccc3C(=O)N2Cc2ccccc2)C(=O)NC1=S (stereo not given),i,i,-17,i,i,-7,i,i,-4,i,i

# Later entries.
SMILES,PolyA inhibitor,KCNQ1 pot,hERG protect,KCNK3 block,TRPC4 PAM,Platelet DG rel,TRPC4 agonist,KCNK9 block,DYRK1A inh,TRPC4 block,KCNQ1 inh
CC(=Nc1ccccc1N)c1c(O)n(C)c(=O)[nH]c1=O,i,i,-3,i,i,17,i,i,5,i,i
CCS(=O)(=O)NC(C)c1nnc2n1-c1ccc(Br)cc1C(c1ccccc1Cl)=NC2 (stereo not given),i,i,-8,i,i,6,i,i,x,i,i
CCOP(=O)(OCC)C(NC(=O)c1ccc(Cl)cc1)=C(Cl)Cl,i,i,0,i,i,0,i,i,9,i,i
C/C(=N\N1CCCCCC1)c1c(O)n(C2CCCCC2)c(=O)[nH]c1=O,i,i,-14,i,i,-32,i,i,4,i,i
CC(=O)CC(C)(C)n1c[n+](C)nn1,i,i,-1,i,i,14,i,i,6,i,i
O=C(CN1CCN(CCO)CC1)Nc1ccc(Cl)cc1C(=O)c1ccccc1,i,i,-17,i,i,13,i,i,1,x,i
CC1(CCl)CN1S(=O)(=O)c1ccccc1 (stereo not given),i,i,-7,i,i,-5,i,i,-2,i,i
CCn1c(O)c(/C=N/NC(=O)c2ccncc2)c(=O)[nH]c1=S,i,i,-5,i,i,4,i,i,4,i,i
CCN1C[C@]2(CO)CC[C@H](OC)[C@@]34C5C[C@H]6[C@H](OC)C5[C@](O)(C[C@H]6OC)[C@@H](C(OC)C23)[C@@H]14 (stereo not given in full),i,i,-4,i,i,0,i,i,6,i,i
O=C(CN1CC=C(c2ccccc2)CC1)Nc1c(Cl)cccc1Cl,i,i,-13,i,i,2,i,i,-2,i,i
Cc1ccc(CCN2CC(C(=O)N3CCC4(CC3)OCCO4)CC2=O)cc1 (stereo not given),i,i,-6,i,i,14,i,i,9,i,i
C=C1C(=O)O[C@@H]2C[C@@H](C)[C@@H]3C=CC(=O)[C@@]3(C)[C@@H](OC(=O)CC(=O)O[C@H]3[C@@H]4C(=C)C(=O)O[C@@H]4C[C@@H](C)[C@@H]4C=CC(=O)[C@]43C)[C@H]12,i,i,-17,i,i,-5,i,i,0,i,i
COc1ccc(C2=NCC(=S)Nc3ccc(Cl)cc32)cc1OC,i,i,-7,i,i,-2,i,i,1,i,i
COc1ccccc1C1=NCc2nnc(CSC)n2-c2ccc(Cl)cc21,i,i,-9,-9.7*,i,2,i,i,5,i,i
O=C(O)c1cc(Oc2ccc(C(F)(F)F)cc2Cl)ccc1[N+](=O)[O-],i,i,-6,i,i,0,i,i,4,i,i
C=Cn1c(P(=S)(N2CCOCC2)N2CCOCC2)cc2c1CCCC2,i,i,-5,i,i,8,i,i,-2,i,i
CNC(=O)OCCc1n(C)cc[n+]1C,i,i,-6,i,i,28,i,i,-7,i,i
CCCCc1nc2ccccc2c(=O)n1-c1ccccc1[N+](=O)[O-],i,i,-6,i,i,-17,i,i,9,i,i
CCOC(=O)/C(CCCN(CC)CC)=N\O,i,i,-10,i,i,3,i,i,6,i,i
COc1cc(Cn2c(N)c(C(=O)NCc3ccco3)c3nc4ccccc4nc32)cc(OC)c1OC,i,i,-10,i,i,-3,i,i,0,i,i
CCOc1ccc(-c2c(C)n(-c3ccc(OCC)cc3)c3[n+]2CCCCC3)cc1,i,i,-18,i,i,12,i,-10*,x,i,9*
COc1ccc(CCNC(=O)c2c(N)n(CCN3CCOCC3)c3nc4ccccc4nc23)cc1OC,i,i,-8,i,i,0,i,i,-10,i,i
CC(N)Cc1ccccc1Sc1ccc(O)cc1 (stereo not given),i,i,-8,x,i,76*,i,i,x,i,i
COc1cccc(C2(O)CCN(CC(=O)Nc3nc(C)cs3)CC2)c1,i,i,-8,i,i,6,i,i,-5,i,i
CC(C)c1cccc(C(C)C)c1O,i,i,-9,i,i,-2,i,i,2,i,i

# (more compounds)
SMILES,PolyA inhibitor,KCNQ1 pot,hERG protect,KCNK3 block,TRPC4 PAM,Platelet DG rel,TRPC4 agonist,KCNK9 block,DYRK1A inh,TRPC4 block,KCNQ1 inh
O=C(Nc1ccc(OC(=O)N2CCCC2)cc1)N1CCOCC1,i,i,-14,i,i,10,i,i,1,i,i
CCN(CC)c1ccc(/C=C2\C(=O)NC(=S)N(c3ccc(OC)cc3OC)C2=O)o1,i,i,-23,i,i,10,i,i,25,i,6*
Cc1ccsc1-c1nc(CSCC(=O)N2CCC3(CC2)OCCO3)c(C)o1,x,i,-4,i,i,1,i,i,0,i,i
COc1ccccc1CN1CCN(C(=O)COc2cccc(C)c2)CC1,i,i,-6,i,i,-11,i,i,-6,i,i
CC(=O)Nc1ccc([As](=O)(O)c2ccc([N+](=O)[O-])cc2)cc1,i,i,-11,i,i,-2,i,i,-2,i,i
CN1CCN(Cc2cn(C)c3ccccc23)CC1CCO (stereo not given),i,i,-3,i,i,4,i,i,-7,i,i
Cn1cc(C=C2C(=O)NC(=O)NC2=O)c2ccccc21,i,i,-19,i,i,-8,i,i,5,i,i
CCOCC(=O)NC1CCSC1=O (stereo not given),i,i,-14,i,i,2,i,i,-4,i,i
CC(=O)c1c(C)n(CCCOC(C)C)c2ccc(O)cc12,i,i,-8,i,i,-1,i,i,1,i,i
Cc1ccc(OCC(=O)N2CCN(C3CCC(c4ccccc4)CC3)CC2)cc1 (stereo not given),i,i,-12,i,i,-13,i,i,x,i,i
Cc1cc(OCc2nn[nH]n2)c2c3c(c(=O)oc2c1)CCC3,i,i,-7,i,i,3,i,i,7,i,i
COc1ccc(CC2C(=O)NC(=O)N(c3ccccc3)C2=O)c(OC)c1 (stereo not given),i,i,-1,i,i,0,i,i,-3,i,i
COc1ccccc1-n1c(-c2ccccc2F)nc2ccccc2c1=O,i,i,-5,i,i,23,i,i,4,i,i
O=c1[nH]c(=S)n(CCC2=CCCCC2)c(O)c1C=NCc1cccnc1,i,i,-16,i,i,-5,i,i,5,i,i
O=c1[nH]c(=S)n(Cc2ccc(F)cc2)c(O)c1C=NCc1ccc2c(c1)OCO2,i,i,-2,i,i,-6,i,i,-9,i,i
C[C@@H]1CC[C@@]2(NC1)O[C@H]1C[C@H]3[C@@H]4CC=C5C[C@@H](O)CC[C@]5(C)[C@H]4CC[C@]3(C)[C@H]1[C@@H]2C,i,i,-4,i,i,-4,i,i,1,i,i
O=C(COC(=O)c1ccc(O)cc1)Nc1ccc(Cl)cc1C(=O)c1ccccc1,i,i,-12,i,i,-1,i,i,7,i,i

# Some values from the results shown:
# Under Platelet DG rel, Cn1cc(C=C2C(=O)NC(=O)NC2=O)c2ccccc21 is listed with -8
# Under DYRK1A inh, CCN(CC)c1ccc(/C=C2\C(=O)NC(=S)N(c3ccc(OC)cc3OC)C2=O)o1 is listed with 25
# Under Platelet DG rel, O=c1[nH]c(=S)n(Cc2ccc(F)cc2)c(O)c1C=NCc1ccc2c(c1)OCO2 is listed with -6
